Screening data: PubChem, The Scripps Research Institute Molecular Screening Center
LEDGF integ inh – blockers of LEDGF/p75-dependent integrase strand transfer – biochemical, TR-FRET, high throughput, primary screen; TR-FRET IN-LEDGF/p75 DNA integration, Eu/Cy5; 370,000 tested, 0.64% active; HIV-1 integrase (with human LEDGF/p75); AID 743269, 2014; inhibition, % at 3.7 µM;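 active = inhibition above the screen-wide mean plus 3 SD, cut at about 13% in these data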;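 note: signal is the Cy5 over europium emission ratio at 671 and 618 nm; 0% = plate median of compound wells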
Tn7 DDE FP – inhibitors of Tn7 peptide binding to fibrin DD(E), primary screen, biochemical, fluorescence polarization, human fibrin, Tn7 probe; Fibrinogen beta chain (Homo sapiens), P02675; FP displacement of FITC-Tn7 peptide from fibrin DD(E); 0% = median of compound wells per plate; 370,000 tested, 0.13% active; inhibition, % at 8.3 µM; AID 720508, 2013;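 active = inhibition above the mean of compounds falling within the control limits plus 3 SD of them, cut at about 14% in these data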;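 note: 0% = plate median of compound wells and 100% = 10 µM Aha-Tn7 peptide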
Target sequence (P02675 whole entry, looked up): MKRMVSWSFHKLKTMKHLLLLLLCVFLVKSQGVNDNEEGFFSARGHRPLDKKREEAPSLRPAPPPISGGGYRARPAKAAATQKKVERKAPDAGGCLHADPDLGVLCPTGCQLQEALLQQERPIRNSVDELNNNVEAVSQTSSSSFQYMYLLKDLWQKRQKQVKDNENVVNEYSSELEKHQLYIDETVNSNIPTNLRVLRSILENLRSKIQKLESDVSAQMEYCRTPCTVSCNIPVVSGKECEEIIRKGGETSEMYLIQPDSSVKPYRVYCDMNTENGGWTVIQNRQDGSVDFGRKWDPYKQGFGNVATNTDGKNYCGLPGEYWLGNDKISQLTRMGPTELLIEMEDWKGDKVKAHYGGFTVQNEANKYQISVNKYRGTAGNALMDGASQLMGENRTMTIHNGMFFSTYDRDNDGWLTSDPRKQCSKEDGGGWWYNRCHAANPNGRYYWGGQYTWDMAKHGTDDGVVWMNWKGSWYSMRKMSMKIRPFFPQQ
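Assay system: human fibrin DD(E) protein / Input: 2 µM fibrin DD(E) / Benchmarks: high control of 10 µM Aha-Tn7 peptide / Measured by: fluorescence polarization of the labelled Tn7 tracer / Medium: Tris buffer with calcium and detergent, pH 7.8 / Timing: 10 min compound pre-incubation, 3 h probe incubation at room temperature / Repeats: one replicate per compound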
TCR-CD3 inh – inhibitors of human TCR-CD3 interaction, primary screen, biochemical, fluorescence, TAMRA-labeled TCR probe | 360,000 tested, 0.37% active | inhibition, % at 9.4 µM | T-cell receptor (TCR) | AID 651800, 2012; in the data active = inhibition above about 19%;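 note: recombinant mutant TCR 2C K166C tagged with TAMRA read by polarization; 0% = receptor in buffer alone and 100% = receptor with positive control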
PRMT1 FP inh – PRMT1 methyltransferase inhibitors, primary screen, biochemical, fluorescence polarization. Protein arginine N-methyltransferase 1 (Homo sapiens), Q99873. recombinant PRMT1, activity-based probe fluorescence polarization. inhibition, % at 2.79 µM. 370,000 tested, 1.3% active. AID 652257, 2013;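 active = inhibition above about 21% made by adding two undisclosed values, limit read from the data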
PG9 Ab binder – binders of HIV-1 gp120 antibody PG9, primary screen, biochemical, TR-FRET. HIV-1 gp120 / PG9 antibody interaction. TR-FRET gp120-PG9 antibody binding. AID 624416, 2012. 360,000 tested, 0.43% active. inhibition, % at 6.7 µM; in the data active = inhibition above about 8.5%
ABHD4 inh – ABHD4 inhibitors, primary screen, biochemical, fluorescence polarization, mouse; (Lyso)-N-acylphosphatidylethanolamine lipase (Mus musculus), Q8VD66; purified mABHD4, FP-Rh probe fluorescence polarization; inhibition, % at 8.92 µM; 370,000 tested, 0.54% active; AID 720543, 2013;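 active = inhibition exceeding the mean over every tested compound plus 3 SD, cut at about 30% in these data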;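 note: 0% = plate median of compound wells and 100% = S159A mutant with DMSO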
Target sequence (Q8VD66 whole entry, looked up): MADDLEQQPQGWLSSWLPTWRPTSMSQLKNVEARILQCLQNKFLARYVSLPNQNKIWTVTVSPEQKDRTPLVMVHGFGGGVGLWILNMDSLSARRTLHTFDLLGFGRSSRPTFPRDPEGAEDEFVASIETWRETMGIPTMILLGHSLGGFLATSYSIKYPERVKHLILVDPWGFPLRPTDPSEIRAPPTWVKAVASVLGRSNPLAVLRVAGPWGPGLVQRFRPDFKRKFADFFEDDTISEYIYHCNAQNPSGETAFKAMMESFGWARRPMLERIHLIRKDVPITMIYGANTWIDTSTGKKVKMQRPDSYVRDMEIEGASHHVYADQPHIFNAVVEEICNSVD
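Test system: mABHD4 protein | Buffer or medium: HEPES pH 7.0 buffer, 150 mM NaCl, 0.01% Pluronic F-127 | Probe or stimulus: FP-Rh fluorescent activity-based probe, added after compound pre-incubation | Timing: Pre-incubation 45 min, probe exposure 60 min, at 25 °C | Technique: Fluorescence polarization, excitation 525 nm, emission 598 nm, BODIPY TMR filters | Repeats: Single well per compound (singlicate)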
TDP2 inh – human TDP2 enzyme inhibitors, primary screen, biochemical, epi absorbance, recombinant enzyme | Tyrosyl-DNA phosphodiesterase 2 (Homo sapiens), O95551 | T5PNP hydrolysis, p-nitrophenol absorbance 415 nm | inhibition, % at 12.8 µM | 370,000 tested, 0.34% active | AID 720702, 2013;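 active = inhibition above the mean of all tested compounds plus 3 SD, set per campaign, cut at about 25% in these data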;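 note: 0% = DMSO with enzyme and 100% = buffer with substrate but no TDP2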
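Material: recombinant human TDP2; quantity: TDP2 enzyme at 120 nM final; medium: Tris-HCl pH 7.5 with MgCl2; compound: single concentration, 12.8 µM nominal, with 1% DMSO; incubation: 2 h enzyme incubation at 37 °C; signal: epi absorbance; measure: percent inhibition; benchmarks: high control without enzyme, low control DMSO plus TDP2; repeats: singlicate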
SIAE primary – human SIAE inhibitors, primary screen, biochemical, fluorescence polarization, FP-Rh probe, 1536-well HTS. SIAE FP-Rh probe binding. inhibition, % at 9.66 µM. 370,000 tested, 0.69% active. AID 1053197, 2014;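 active = inhibition above a cutoff: mean of compounds within the control limits plus 3 SD of those, cut at about 17% in these data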;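 note: 0% = plate median of compound wells and 100% = probe without SIAE protein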
HTRA1 inh – HTRA1 serine protease inhibitors, primary screen, biochemical, fluorescence polarization, HTS. Q92743. recombinant HTRA1, FP-rhodamine activity-based probe. inhibition, % at 5.96 µM. 340,000 tested, 0.5% active. AID 504803, 2011; in the data active = inhibition above about 36%;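 note: 0% = enzyme with DMSO and 100% = wells lacking enzyme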
UHRF1 MBD2 ctr – UHRF1 methylated DNA binding inhibitors, primary screen, counter-screen for MBD2 inhibitor project, biochemical, TR-FRET, human UHRF1, single concentration | inhibition, % at 4.4 µM | 370,000 tested, 0.75% active | UHRF1 binding to methylated oligo; in the data active = inhibition above about 21%;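 note: UHRF1 SRA domain binding a hemimethylated CpG hairpin DNA probe; 0% = median of test compound wells and 100% = reference inhibitor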
* marks the source's active call; other numbers are inactive results; · = not tested or not shown.

SMILES | LEDGF integ inh | Tn7 DDE FP | TCR-CD3 inh | PRMT1 FP inh | PG9 Ab binder | ABHD4 inh | TDP2 inh | SIAE primary | HTRA1 inh | UHRF1 MBD2 ctr
COc1cccc(NC2=NC3(CCCCC3)N=C(N)N2)c1 | 2.3 | -7.7 | 7.0 | -1.7 | 1.4 | -1.3 | -0.1 | 0.8 | 1.5 | 0.5
C=CC(=O)NC(C)(C)Cc1ccccc1 | -1.8 | 6.5 | 1.1 | 0.1 | 0.9 | -1.9 | 4.8 | -4.6 | 0.7 | 1.5
N#C/C(=C\c1ccccc1)C(=O)NNS(=O)(=O)c1ccc(Br)cc1 | 3.6 | -2.6 | 3.6 | 2.3 | -2.2 | 6.0 | -1.2 | 8.6 | 4.0 | 0.0
O=Cc1ccc(Cl)c(Cl)c1 | -2.1 | -7.7 | -0.4 | -2.1 | 0.6 | 2.4 | 1.6 | 1.3 | 7.4 | 0.2
COc1cc(OC)cc(-c2cc3ccc(F)cc3cn2)c1 | -0.7 | -0.7 | 5.2 | -1.7 | -2.0 | -7.5 | -6.7 | -7.1 | -69.7 | 2.2
Clc1ccc(CNC2CCN(Cc3ccccc3)CC2)cc1 | -1.2 | 6.0 | -7.1 | -0.1 | 2.6 | 4.0 | 0.6 | 3.0 | 5.2 | -1.8
CCCCC(=O)Nc1nn(CCC)c2nc3ccccc3cc12 | 1.1 | 7.4 | 0.3 | -2.0 | -2.6 | -8.8 | -12.5 | 4.2 | -8.3 | 4.7
COc1cc([N+](=O)[O-])ccc1NC(=S)NCc1ccccn1 | -3.3 | -6.5 | -6.3 | 2.4 | -0.9 | 3.8 | 1.6 | 2.7 | -2.2 | -0.9
Cc1cc(F)ccc1S(=O)(=O)NCC(c1cccnc1)N1CCc2ccccc21 (centres undefined) | -1.1 | 4.1 | -1.0 | -3.5 | -0.6 | 4.6 | -18.6 | 4.8 | 7.9 | 0.7
CCSc1nc2cc(C(=O)OC)ccc2c(=O)n1CC | 1.9 | 4.3 | -0.5 | 1.4 | 0.2 | -12.8 | 4.6 | -11.3 | 3.9 | -1.4
COc1ccccc1Cn1nnc2c(=O)[nH]c(C3CCN(C(=O)c4ccc(F)cc4)CC3)nc21 | 1.1 | -3.5 | -0.8 | -1.1 | -0.7 | 4.8 | -0.8 | 0.8 | -5.3 | 0.3
Cc1cccc(CSCCNC(=O)CN2C(=O)c3ccccc3S2(=O)=O)c1 | -0.8 | 5.6 | 8.5 | -2.7 | -1.8 | 2.0 | 7.9 | 0.0 | 2.1 | -5.0
CC12CCC(C(N)=O)(C1Br)C2(C)C (centres undefined) | 0.0 | 1.7 | -7.1 | 2.4 | -1.0 | -2.1 | -5.6 | -4.6 | 5.2 | 6.8
COCCNC(=O)CSc1nc2ccccc2c(=O)n1CCC(=O)N1CCN(c2ccccc2)CC1 | -3.7 | 6.5 | 7.1 | 0.7 | -0.5 | 7.2 | 11.7 | 14.8 | 2.2 | 0.4
CCC(C)Nc1nc(OC(C(F)(F)F)C(F)(F)F)nc(OC(C(F)(F)F)C(F)(F)F)n1 (centres undefined) | 2.0 | -6.1 | -2.7 | -1.9 | -1.2 | 4.8 | -3.2 | 2.6 | -2.3 | 2.9
CCOC(=O)c1c(C)[nH]c(C(=O)Nc2cc(OCC)c(N3CCOCC3)cc2OCC)c1C | 2.6 | 4.4 | 1.7 | -1.8 | -4.1 | -0.4 | -19.9 | -4.2 | 7.9 | 0.7
Cc1nc(SCC(=O)N2CCN(C(=O)c3cccs3)CC2)c2c(C)c(C)sc2n1 | -7.4 | -5.2 | -9.8 | 1.3 | -2.8 | -2.6 | -12.4 | 17.4* | 1.6 | 3.2
COc1cc(CCC(=O)OCC(=O)Nc2ccccc2C#N)cc(OC)c1OC | 1.0 | 3.2 | 1.8 | 1.2 | -1.6 | -1.2 | 8.4 | -3.4 | 5.2 | -1.2
COc1cccc(OC)c1OCCCCc1c(C)n[nH]c1C | -0.8 | 3.0 | 1.9 | 0.5 | 0.0 | -2.6 | 5.1 | -3.2 | -5.0 | -1.0
O=C(NCc1ccc(F)cc1)Nc1cccc(Cl)c1 | 0.0 | -1.4 | -2.7 | 0.1 | -1.1 | -10.4 | 2.9 | -3.7 | -18.6 | 1.5
Nc1nc(Nc2ccccc2)sc1C(=O)c1ccccc1 | 2.4 | -10.2 | -4.1 | -1.5 | -1.4 | 8.9 | -12.3 | 9.0 | -3.8 | 0.1
CC1(C)Oc2ccc(C(=O)N3CCCC3)cc2NC1=O | 1.6 | -0.3 | · | -1.7 | · | 1.5 | 3.4 | -0.1 | · | 0.3
CCC(=O)N(C)C[C@H]1Oc2ncc(C#Cc3cccnc3)cc2C(=O)N([C@@H](C)CO)C[C@@H]1C | -4.8 | 3.3 | -12.5 | 1.1 | -0.3 | 4.8 | 8.3 | -1.3 | 6.1 | 3.1
COc1cc(C(C)=O)ccc1OCC(=O)Nc1ccc(Cl)c(S(=O)(=O)N2CCOCC2)c1 | 5.2 | -6.9 | 11.2 | -0.1 | -1.3 | -5.4 | 5.5 | -7.6 | -4.8 | -1.8
COC(=O)c1ccc2c(=O)n(CCCCCC(=O)NCc3ccc4c(c3)OCO4)c(=O)[nH]c2c1 | 2.8 | -3.1 | -2.2 | -0.2 | 2.5 | 0.2 | -1.9 | -9.8 | 6.5 | 0.7

Some of these compounds in order of their number in TCR-CD3 inh, high to low.
compound,TCR-CD3 inh
COc1cc(C(C)=O)ccc1OCC(=O)Nc1ccc(Cl)c(S(=O)(=O)N2CCOCC2)c1,11.2
N#C/C(=C\c1ccccc1)C(=O)NNS(=O)(=O)c1ccc(Br)cc1,3.6
COc1cc([N+](=O)[O-])ccc1NC(=S)NCc1ccccn1,-6.3

Next part:
SMILES | LEDGF integ inh | Tn7 DDE FP | TCR-CD3 inh | PRMT1 FP inh | PG9 Ab binder | ABHD4 inh | TDP2 inh | SIAE primary | HTRA1 inh | UHRF1 MBD2 ctr
NC(=O)CCn1c(C(=O)c2cccc([N+](=O)[O-])c2)c2ccccc2[n+]1[O-] | 0.3 | 3.0 | 9.8 | 1.9 | -0.9 | 12.0 | -0.7 | 3.4 | -2.5 | 0.2
Cc1ccccc1NC(=O)Cc1nc(CN(C)CC(=O)Nc2cccc(F)c2)cs1 | 2.4 | -6.2 | 0.0 | -4.7 | -1.6 | 18.9 | -5.0 | -13.5 | -7.4 | 0.1
Cc1onc(-c2ccccc2)c1C(=O)NCC(O)c1ccccc1 (centres undefined) | 2.9 | -1.6 | 3.6 | -0.2 | 0.1 | -2.0 | -9.1 | -0.4 | 5.1 | 0.5
COC(=O)C1CCCCN1C(=O)c1cccc(OC2CCN(C(=O)C3CC3)CC2)c1 (centres undefined) | 0.6 | 3.2 | 4.3 | -3.8 | -1.5 | -9.0 | 6.1 | 2.7 | -2.3 | -0.6
O=C(O)c1ccccc1Sc1c([N+](=O)[O-])cc(C(F)(F)F)cc1[N+](=O)[O-] | -16.4 | 12.1 | 1.2 | 4.0 | -0.1 | 11.4 | -5.7 | 3.9 | 1.0 | 3.2
COc1ccc(CCN(C)C(=O)CSc2nc3ncc(Cl)cc3[nH]2)cc1OC | -1.0 | 1.9 | -0.7 | 1.8 | -1.1 | -2.2 | 9.6 | -0.7 | 3.1 | -0.8
CC(Cc1cccnc1)NC(=O)c1cc(COc2c(F)cccc2F)on1 (centres undefined) | 0.0 | -1.6 | -2.3 | 1.8 | -0.5 | 1.9 | 8.1 | -4.1 | 2.7 | 1.4
COC(=O)Cc1cc(=O)[nH]c(/N=C(\N)Nc2ccccc2)n1 | 0.8 | 0.7 | 1.4 | 2.6 | -2.0 | 0.5 | -8.6 | 2.9 | 5.9 | -1.0
OCCC1CN(Cc2cccn2-c2nccs2)CCN1Cc1ccccc1 (centres undefined) | 1.6 | 0.8 | 3.0 | -3.3 | 0.3 | 1.0 | -4.9 | -1.7 | 4.9 | 0.9
O=C(COC(=O)CCSc1ccc(Cl)cc1)NCc1ccccc1Cl | 1.8 | 6.3 | 6.6 | -0.6 | -1.9 | 3.1 | 0.1 | 12.0 | -22.4 | 2.1
CC(=O)c1c(C)[nH]c(C(=O)CN2C(=O)NC(C)(c3ccc4c(c3)OCO4)C2=O)c1C (centres undefined) | 1.2 | -4.8 | -3.4 | 1.2 | -0.7 | -1.1 | 3.9 | 5.3 | 0.5 | -1.0
CC(C(=O)Nc1ccc(C#N)cc1)N1CCN(C(=O)C2CC2)CC1 (centres undefined) | 1.8 | -2.7 | 0.6 | -1.6 | 0.8 | 2.6 | 11.5 | -2.0 | 0.9 | -1.3
Cc1cc(C(F)(F)F)nn1CC(=O)NCc1ccccc1 | -2.7 | 3.6 | 7.3 | 3.3 | 0.8 | -2.5 | 3.2 | -0.3 | 1.9 | 6.1
C/C(CCc1ccc2c(c1)OCO2)=N\N=C1\NC(=O)CC(C(=O)Nc2ccccc2F)S1 (centres undefined) | 0.3 | -0.6 | 3.8 | -5.4 | -2.4 | -0.8 | -3.6 | -0.3 | -9.3 | -0.5
Cc1ccccc1OCCC(=O)OCC(=O)NCCc1ccccc1 | -0.3 | 3.6 | 2.4 | 4.0 | 0.3 | 2.9 | -4.3 | 0.4 | -0.9 | 0.6
O=C(C(=O)N1CCC(Cc2ccccc2)CC1)c1ccccc1Br | 1.0 | -6.1 | -4.9 | 7.8 | 0.1 | -17.3 | -16.9 | -3.2 | · | 2.8
CCOC(=O)c1nnc(-c2ccccc2)nc1Oc1ccc(Cl)cc1 | 4.7 | -1.1 | 4.2 | 1.3 | 2.9 | 0.4 | 8.5 | 0.7 | -1.5 | -1.7
CCCNC(=O)C1(C)CCCN(Cc2ccc3ccccc3c2)C1 (centres undefined) | 2.6 | -3.7 | 1.4 | -3.9 | -2.2 | -1.7 | -11.9 | 2.5 | · | 2.5
COc1ccc(N(Cc2cc3cc(OC)ccc3[nH]c2=O)S(C)(=O)=O)cc1 | 3.8 | -0.1 | -1.3 | -2.6 | -3.5 | 6.6 | -6.6 | 5.9 | -3.0 | 5.6
